MT stabilize HCS – microtubule stabilizers in HeLa cells, primary screen, imaging, high-content imaging | HeLa tubulin immunostaining HCS, 24 h; share of cells brighter than vehicle mean+2SD | % tubulin-high responders, % at 10 µM | 200,000 tested, 0.83% active | AID 2205, 2009;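 active = plate Z-score above 3 for both tubulin-high and condensed-nucleus cell shares, with cell loss under 80%, at 10 µM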;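 note: anti alpha tubulin signal scored within the nucleus-defined area of each cell; some results filed as inactive read as strong as hits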
Dynein transport – inhibitors of GR-EGFP nuclear translocation, primary screen, dynein cargo transport inhibitor project, imaging, high-content, 3617.4 mouse cells. test concentration mostly 20 µM; stimulated with dexamethasone, 1 µM; active compounds read low. z-score, hits read low. 220,000 tested, 0.47% active;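 active = plate z-score of nuclear minus cytoplasmic receptor signal below a set negative limit, without overly bright fluorescence or cell loss, cut at about -3.5 in these data, passing the limit was not always enough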;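 note: z-score of nuclear minus cytoplasmic ring GR-EGFP intensity difference per well; some compounds called inactive have numbers as strong as hits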
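Buffer or medium: Induction medium lacking tetracycline, stripped serum | Also added: Dexamethasone agonist, 1.0 µM final, for 30 min | Timing: 48 h induction, 1 h compound, 30 min dex at 37 °C | Detection: Formaldehyde fixation, Hoechst nuclear stain, 10x automated fluorescence imaging | Measure: Nuclear versus cytoplasmic GR-EGFP signal, averaged per well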
Insulin prom up – insulin promoter activators in MIN6 cells, imaging, high-content screening, mouse beta cells. AID 1625, 2009. z-score at 5 µM. 190,000 tested, 0.3% active. MIN6 insulin promoter-GFP reporter; active compounds read high;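 active = z-score above 3 at 5 µM with at least 500 cells counted in the well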
Yfh1-off respiration – enhancers of respiration in Yfh1-depleted yeast, dose response, Friedreich's ataxia, plus single-dose screen (AID 1465); 220,000 tested, 0.074% active; S. cerevisiae Yfh1-off respiration, WST-1 reduction, 72 h; higher fold induction means a stronger effect; fold induction at 50 µM, or EC50 in µM where a hit was titrated;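 active = fold induction of absorbance versus untreated yeast above a set limit, then at least 30% activation at any dose in follow-up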;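 note: activators that raise dye reduction in frataxin-depleted yeast; strong numbers were not always called active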
Autophagy mod – autophagy modulators in MEF cells, primary screen, imaging, high-content, MEF GFP-LC3; MEF GFP-LC3 puncta imaging; test concentration mostly 10 µM; calls only at 10 µM (by protocol); 190,000 tested, 0.98% active;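 active = percentage of spot-positive cells more than 3 SD above its plate mean, without a fluorescence outlier flag or 80% toxicity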;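 note: spot-positive cell cutoff set from DMSO-treated cells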
WT yeast gro inh – growth inhibition of WT strain, primary screen, mitochondrial fusion inhibitor project, WT and mutant strains, chemical genetic | 190,000 tested, 2.1% active | AID 1362, 2008 | inhibition, % at 10 µM | mitochondrial fusion phenotypic screen; in the data active = inhibition above about 58%; tested in S. cerevisiae
HIV fusion peptide – inhibitors of HIV fusion peptide binding, primary screen, biochemical, uHTS, fluorescence dequenching (AID 1986) | cell-free peptide binding, fluorescence dequenching, 30 min; higher % means a stronger effect | inhibition, % at 20 µM; hits with a dose series show IC50 in µM | 290,000 tested, 0.3% active; in the data active = inhibition mostly above about 52%, no sharp cut-off; inactive = mostly below about 76%; note: some results filed as inactive read as strong as hits
b-catenin transl – modulators of beta-catenin nuclear translocation, primary screen, imaging, HeLa cells, immunofluorescence, high-content | nuclear translocation activity, % at 5 µM | 190,000 tested, 0.3% active | AID 1665, 2009;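 active = nuclear translocation activity above 50% at 5 µM, with a well cell count of 50 or more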;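 note: per-cell ratio of nuclear to cytoplasmic median beta-catenin stain intensity; plate controls were DMSO negative control for no effect and GSK-3 inhibitor IX positive control for full effect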
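Test system: human HeLa cell line; Doses: 5 µM primary, 0.02–20 µM confirmation; Incubation: 24 h compound exposure, 37°C; Detection: beta-catenin immunofluorescence imaging with DAPI; Read-out: beta-catenin nuclear/cytoplasmic ratio, % activation.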
AID2073 – inhibitors of Mint1-CaV2.2 protein interaction, biochemical, HTRF (AID 2073); Voltage-dependent N-type calcium channel subunit alpha-1B (Homo sapiens); HTRF protein-protein interaction, Mint1-CaV2.2; higher % means a stronger effect; inhibition, % at 20 µM, or IC50 in µM where a hit was titrated; 290,000 tested, 0.19% active; in the data active = inhibition mostly above about 51%, no sharp cut-off; note: some results filed as inactive read as strong as hits
WT yeast gro inh mutant strain – recorded beside WT yeast gro inh, whose call it bears; inhibition, %; mitochondrial fusion phenotypic screen, mutant strain inhibition
Dynein transport cytoplasmic EGFP – second read-out of Dynein transport, no call of its own (marks repeat the call); z-score; measured here: cytoplasmic GR-EGFP intensity; active compounds read high
Dynein transport nuclear GR-EGFP – recorded beside Dynein transport, whose call it bears; z-score; measured here: nuclear GR-EGFP intensity;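 lower value marks the stronger effect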
Dynein transport cell count – also measured in Dynein transport; calls as there; z-score; measured here: cell count per field
Insulin prom up cell count – second read-out of Insulin prom up, no call of its own (marks repeat the call); cell count; measured here: cytotoxicity, nuclei count;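 total cells summed across four imaged fields per well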
b-catenin transl cell count 5 µM – second read-out of b-catenin transl, no call of its own (marks repeat the call); cell count; measured here: cell count, cytotoxicity flag
MT stabilize HCS Hoechst-high % – further read-out of MT stabilize HCS, marked with its call; % Hoechst-high responders; measured here: nuclear condensation Hoechst responders;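 share of cells brighter than vehicle mean plus two SD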
MT stabilize HCS cytotoxicity % – second read-out of MT stabilize HCS, no call of its own (marks repeat the call); toxicity, %; measured here: cytotoxicity by cell density;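 0% = mean cell density of plate MIN control wells and 100% = no cells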
Autophagy mod cell loss 18 h – further read-out of Autophagy mod, marked with its call; toxicity, %; measured here: cell loss, nuclei count;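 cell loss after 18 h compound exposure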
Numbers without * were called inactive; i = inactive; / = not tested or not shown.

SMILES	MT stabilize HCS	MT stabilize HCS Hoechst-high %	MT stabilize HCS cytotoxicity %	Dynein transport	Dynein transport cytoplasmic EGFP	Dynein transport nuclear GR-EGFP	Dynein transport cell count	Insulin prom up	Insulin prom up cell count	Yfh1-off respiration	Autophagy mod	Autophagy mod cell loss 18 h	WT yeast gro inh	WT yeast gro inh mutant strain	HIV fusion peptide	b-catenin transl	b-catenin transl cell count 5 µM	AID2073
Cc1ccc(S(=O)(=O)N2CCOCC2)cc1NC(=O)CSc1nccn1C	9.7	2.7	9.5	-0.52	-0.24	-0.52	0.55	0.61	1515	i	i	-10	-11	6	2.8%	1.1	1069	-1%
NC(=O)CC(NC(=O)Cc1ccc(Br)cc1)c1ccc(NCCc2cccc(F)c2)c([N+](=O)[O-])c1 (stereo not drawn)	/	/	/	-0.11	-0.75	-0.1	0.5	-0.24	1036	i	/	/	/	/	4.0%	-0.1	1295	2%
CCN(CC)S(=O)(=O)c1ccc2c(c1)N(CC(=O)NCc1ccccn1)C(=O)CO2	/	/	/	0.17	-0.22	0.49	0.4	0.81	948	i	/	/	/	/	-0.8%	-0.3	1315	14%
Cc1cc(Cl)ccc1OCC(=O)NCCCN1CCOCC1	3.3	2.0	4.2	-0.39	-0.022	0.027	-0.0023	0.19	1222	i	i	7	6	22	-1.2%	-1.6	1111	-4%
CS(=O)(=O)N(CC(=O)NCC1CCCO1)c1ccc(Cl)c(Cl)c1 (stereo not drawn)	1.9	1.9	8.9	1	0.061	0.99	-1.6	0.35	832	i	i	0	2	8	1.2%	-6.5	1199	6%
CCOC(=O)Cc1csc(NS(=O)(=O)Cc2ccccc2)n1	5.9	3.4	4.1	0.17	-0.2	0.11	1	-1.1	1167	i	i	-8	-8	-10	-1.5%	-0.4	1098	-4%
CCN1CNC(=S)N(CCc2ccccc2)C1	2.3	3.8	9.5	-0.83	-0.31	-0.71	1.1	-0.05	1444	i	i	-1	-15	3	0.8%	3.8	1105	-4%
CC(=O)c1cccc(N(C(=O)c2ccco2)C(C(=O)NC2CCCC2)c2ccncc2)c1 (stereo not drawn)	2.1	1.4	8.7	-0.96	-0.21	-0.29	1.2	-0.52	1253	i	i	-1	11	21	0.8%	-5.4	888	11%
CCCCNC(=O)C(C#N)c1nc2ccccc2nc1N1CCN(c2ccccc2F)CC1 (stereo not drawn)	3.9	2.5	6.7	-0.31	0.014	-0.16	0.42	/	/	i	i	7	3	3	5.4%	-2.6	1181	4%
CC(C)Cn1c(O)c(/C=C2\C=NN=C2c2ccccc2)sc1=S	1.7	2.9	5.4	0.56	-0.3	0.49	0.19	-1.1	1247	i	i	0	63*	22*	3.0%	-4.8	578	6%
Cc1cc2nnc(SCC(=O)OC(C)C)n2c2ccccc12	3.5	2.0	2.7	0.74	-0.23	-0.71	0.6	1.1	1459	i	i	-9	-2	-9	1.7%	-0.1	1373	8%
COc1ccc(CN(C(=O)c2ccco2)C2CC(C)N(C)CC2C)cc1 (stereo not drawn)	11	1.0	6.5	2.7	-0.39	0.88	-0.86	/	/	i	i	7	23	10	-0.7%	/	/	-1%
Nc1nc(SC2c3cccc4cccc(c34)C2NS(=O)(=O)c2ccccc2)n[nH]1 (stereo not drawn)	4.2	3.9	5.7	-0.29	-0.32	-0.37	0.17	0.04	1281	i	i	-26	-8	-11	0.4%	-0.9	971	-3%
Cc1cc(/C=C2\C(=N)N3N=C(C(C)C)SC3=NC2=O)c(C)n1Cc1ccccc1	/	/	/	1.5	-0.19	1.2	-1.4	0.29	1067	i	/	/	/	/	2.7%	-1.9	1290	7%
Cc1ccc(-c2nc3ccccc3s2)cc1NC(=S)NC(=O)c1ccccc1	3.2	2.7	1.5	0.45	-0.19	-0.0075	-0.18	0.38	1370	i	i	-1	1	1	1.0%	-0.9	1410	-4%
CCc1cccc(OCCCCNCCO)c1	1.1	1.5	16	-0.53	-0.37	-0.48	0.54	-0.14	1007	i	i	-5	15	32	0.8%	/	/	2%
Cc1ccc(C(=O)Oc2ccc(/C=N/NC(N)=O)cc2)cc1	4.9	1.1	12	0.12	-0.36	-0.19	-0.12	0.7	1475	i	i	8	-18	4	-0.9%	-2.8	1165	19%
COc1ccc(C2=Nn3c(nnc3-c3ccncc3)SC2)cc1OC	4.6	2.1	4.4	0.12	-0.16	0.78	0.66	/	/	i	i	-7	8	-4	-1.6%	5.2	1165	-2%
Cc1cc(Cl)cc(Br)c1OCCCN1C(=O)NC(C)(C)C1=O	3.0	2.3	7.3	-0.73	-0.27	-0.4	0.45	-0.46	825	i	i	-4	25	12	1.4%	/	/	-12%
CN1C(=S)SC(/[N+]([O-])=C/c2ccc(Cl)cc2)C1(C)C (stereo not drawn)	/	/	/	1.1	-0.17	1.1	-1.7	0.78	896	i	/	/	/	/	-1.7%	0.3	1323	4%
CC(=O)c1c(-c2ccc(Cl)cc2)c2ccccc2[nH]c1=O	2.3	1.3	5.1	1	-0.056	1.3	-1.6	0.03	1468	i	i	-4	19	6	-0.1%	-0.6	1451	5%
COc1cc(OC)c(-c2nn3c(-c4ccco4)nnc3s2)cc1OC	6.1	1.6	16	2.6	-0.14	1.4	-1.7	-2.4	846	i	i	64	4	3	-0.9%	5.4	1100	4%
COc1ccc(C(=O)C(OC(=O)CNC(=O)c2ccco2)c2ccccc2)cc1 (stereo not drawn)	2.6	1.5	3.6	0.22	-0.22	-0.11	0.28	0.55	1487	i	i	-9	27	12	5.2%	0.0	1290	-7%
CCCCN=C1CC(C)(C)CC(=O)/C1=C(/O)CCCN1C(=O)c2ccccc2C1=O	3.5	1.1	7.9	3.4	-0.17	2.2	-1.9	0.26	1161	i	i	3	10	0	-1.5%	0.5	1169	-7%
COc1ccc(N2CCN(C(=O)c3cc(-c4cccs4)nc4ccccc34)CC2)cc1	2.6	2.5	4.6	-0.47	-0.28	0.05	0.57	-0.24	1318	i	i	-11	4	10	1.0%	-2.2	1087	13%
Cc1ccc(S(=O)(=O)N2CCC(n3nnc4cc(C)ccc43)CC2)cc1	3.1	2.8	9.5	-0.31	-0.26	-0.29	0.24	-0.29	1072	i	i	-7	-7	21	0.2%	2.7	1032	13%
CC(C)N(Cc1nc(-c2ccccc2)no1)C(=O)COc1ccccc1	6.4	1.6	7.9	0.81	0.24	0.61	-1.5	1.5	771	i	i	13	-3	7	-0.4%	/	/	-7%
CN1C(=O)/C(=C/c2cn(CC(=O)N3CCCCC3)c3ccccc23)c2ccccc21	1.0	2.1	9.5	0.029	0.23	0.38	-1.2	-1.1	945	i	i	7	2	12	3.2%	0.1	1140	8%
CC1CCc2nc(N)c(C#N)c(-c3cccn3C)c2C1 (stereo not drawn)	4.3	2.7	7.9	-0.71	-0.17	0.0016	-0.065	-0.38	1055	i	i	-3	-19	-50	1.4%	5.5	684	16%
CCC1S/C(=C(\C#N)C(=O)NCc2ccco2)N(c2ccc(F)cc2)C1=O (stereo not drawn)	2.7	1.5	7.6	-0.78	-0.2	-0.5	0.65	0.98	949	i	i	4	9	7	14%	-2.1	1140	8%
O=C(N/N=C/c1cccs1)c1cccnc1	/	/	/	-0.35	-0.28	0.46	-0.16	/	/	i	/	/	/	/	1.2%	-1.0	1310	1%
Cc1ccccc1-n1c(CSC(=N)N)nc2ccccc2c1=O	1.5	1.5	6.4	-0.93	-0.049	-0.25	0.37	/	/	i	i	-1	13	7	1.5%	-1.2	1169	-6%
Cn1c(=O)cc(N2CCN(C(=O)c3ccco3)CC2)[nH]c1=O	3.7	1.3	11	0.26	-0.06	0.52	-0.39	0.44	1418	i	i	3	5	10	-0.6%	-3.2	1103	2%
COc1cc(-c2cc(=O)c3ccccc3o2)ccc1O	7.8	5.5	0.8	-0.05	-0.29	-0.062	0.058	0.39	1368	i	i	-5	-3	9	-1.9%	0.0	1053	18%
COc1ccc(CCNC(=O)C2CC3Cn4c(nc5ccccc54)C3N2C)cc1 (stereo not drawn)	/	/	/	-0.51	-0.79	-0.21	0.36	0.43	1007	i	/	/	/	/	2.9%	0.6	1311	1%
Nc1c(C(=O)c2cccs2)sc2nsc(SCCN3CCCCC3)c12	/	/	/	-4.5	31	2.5	0.021	/	/	i	/	/	/	/	27%	0.3	1246	-32%
Cc1nc2ccccc2c2c(N)c3ccccc3n12	1.9	3.9	1.9	-0.66	2.5	0.4	0.3	-0.21	1257	i	i	3	6	8	0.6%	1.9	1085	-3%

Record cards, as listed above. Order of values: MT stabilize HCS, MT stabilize HCS Hoechst-high %, MT stabilize HCS cytotoxicity %, Dynein transport, Dynein transport cytoplasmic EGFP, Dynein transport nuclear GR-EGFP, Dynein transport cell count, Insulin prom up, Insulin prom up cell count, Yfh1-off respiration, Autophagy mod, Autophagy mod cell loss 18 h, WT yeast gro inh, WT yeast gro inh mutant strain, HIV fusion peptide, b-catenin transl, b-catenin transl cell count 5 µM, AID2073
Entry for Cc1nc2ccccc2c2c(N)c3ccccc3n12 = 1.9, 3.9, 1.9, -0.66, 2.5, 0.4, 0.3, -0.21, 1257, i, i, 3, 6, 8, 0.6%, 1.9, 1085, -3%
Entry for CN1C(=O)/C(=C/c2cn(CC(=O)N3CCCCC3)c3ccccc23)c2ccccc21 = 1.0, 2.1, 9.5, 0.029, 0.23, 0.38, -1.2, -1.1, 945, i, i, 7, 2, 12, 3.2%, 0.1, 1140, 8%

High-throughput results: PubChem, several laboratories
